HePTP inh – inhibitors of human HePTP phosphatase | P35236 | AID 521 | inhibition, % at 20 µM | actives 0.64% (n = 110,000) | recombinant HePTP phosphatase activity, OD absorbance; in the data active = inhibition above about 50%;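 note: plate controls were vehicle for no effect and reference inhibitor for full effect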
Target sequence (P35236 whole entry, looked up): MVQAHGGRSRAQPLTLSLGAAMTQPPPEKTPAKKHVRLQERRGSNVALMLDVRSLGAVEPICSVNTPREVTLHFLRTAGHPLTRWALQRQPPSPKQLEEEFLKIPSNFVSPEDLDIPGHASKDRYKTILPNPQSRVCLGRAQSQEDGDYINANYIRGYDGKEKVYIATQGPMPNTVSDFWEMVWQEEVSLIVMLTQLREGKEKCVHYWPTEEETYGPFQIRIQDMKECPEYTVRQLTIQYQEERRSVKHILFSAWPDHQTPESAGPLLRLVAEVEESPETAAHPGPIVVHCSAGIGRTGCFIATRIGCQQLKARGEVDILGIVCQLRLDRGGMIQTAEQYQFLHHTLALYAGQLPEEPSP
BAP1 block – human BAP1 deubiquitinase inhibition | Q92560 | recombinant BAP1, Ub-AMC hydrolysis fluorescence kinetic; active compounds read low | activity remaining (% of control), % at 20 µM | actives 0.48% (n = 72,000);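 active = activity remaining at or below 50% of control, provided the compound also passes the data quality filters; inactive = the rest, including low values that fail the filters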;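 note: 100% = DMSO wells rate and 0% = substrate alone blank rate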
Target sequence (Q92560 whole entry, looked up): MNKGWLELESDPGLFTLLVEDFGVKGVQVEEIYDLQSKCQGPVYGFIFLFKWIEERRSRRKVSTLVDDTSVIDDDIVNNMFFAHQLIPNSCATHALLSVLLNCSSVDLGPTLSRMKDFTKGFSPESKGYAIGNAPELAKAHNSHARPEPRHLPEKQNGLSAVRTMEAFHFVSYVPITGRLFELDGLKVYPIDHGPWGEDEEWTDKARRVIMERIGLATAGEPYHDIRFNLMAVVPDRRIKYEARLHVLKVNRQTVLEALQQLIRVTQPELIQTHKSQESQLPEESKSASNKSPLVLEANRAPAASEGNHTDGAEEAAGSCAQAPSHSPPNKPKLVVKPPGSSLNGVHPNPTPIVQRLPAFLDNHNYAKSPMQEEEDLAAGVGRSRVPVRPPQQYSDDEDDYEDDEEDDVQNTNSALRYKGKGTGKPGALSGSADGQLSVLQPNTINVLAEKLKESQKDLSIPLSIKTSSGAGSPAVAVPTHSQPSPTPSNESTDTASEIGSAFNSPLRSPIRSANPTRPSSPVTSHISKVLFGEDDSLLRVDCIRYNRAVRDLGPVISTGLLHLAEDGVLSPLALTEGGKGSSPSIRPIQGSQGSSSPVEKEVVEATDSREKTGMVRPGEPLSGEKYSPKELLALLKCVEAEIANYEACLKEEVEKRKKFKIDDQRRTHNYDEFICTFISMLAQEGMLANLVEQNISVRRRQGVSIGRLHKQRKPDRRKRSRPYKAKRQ
* = called active by the depositor; · = no result given; & = joins results of further samples.

SMILES	HePTP inh	BAP1 block
CC1(C(=O)N/N=C/c2cccnc2)CC1(Br)Br (stereo not given)	9	·
CCOC(=O)c1sc(NC(=O)c2ccc(S(=O)(=O)N3CCCC3)cc2)c(C(=O)OCC)c1C	-7	·
NC(=O)C1CCN(c2ncnc3c2c(-c2ccccc2)cn3-c2ccccc2)CC1	-10	105
Cc1ccc(Nc2nc(C(=O)NCCCN3CCOCC3)cs2)cc1	2	99
Cc1occc1C(=O)Nc1ccc2ccccc2c1	-5&-2	73
CCOC(=O)C1=C(O)/C(=C/c2cccc(O)c2)SC1=Nc1ccccc1	-3	·
CNC(=O)C1CC(=O)N(Cc2ccccc2)C(=Nc2ccc(OC)cc2)S1 (stereo not given)	7	95
N#CCSc1nnc(-c2cccnc2)n1-c1ccccc1	-3	90
Cc1ccc(C)n1NC(=O)c1ccc(Cl)cc1Cl	-2	60
Cc1cc(C)c(C#N)c(N2CCSCC2)n1	-3	73
NC(=O)c1ccc(NC(=O)COc2ccccc2Cl)cc1	-7	·
COc1ccc(CCN2C(=O)c3[nH]nc(-c4ccccc4O)c3C2c2cccc(O)c2)cc1OC (stereo not given)	1	95
Cc1cc(NC(=O)c2cc(I)ccc2Cl)ccc1NC(=O)c1ccccc1	4	·
O=C(Nc1ccc(N2CCCC2)cc1)c1cccc(F)c1	14	87
Cc1ccc2cc(CCNC(=O)CC(C)C)c(=O)[nH]c2c1	3	96
O=C(CSc1nnc(NCc2ccccc2)s1)c1ccco1	4	106
O=c1[nH]c2ccccc2n1Cc1ccc(F)cc1	-7	92
C=CCn1c(COc2ccccc2)nnc1SCC(=O)Nc1ccc(S(N)(=O)=O)cc1	9	103
COc1ccc2nc(SCC(=O)N3CCCCCC3)c(C#N)cc2c1	5	94
COc1cccc(C(=O)NCc2nnc(SCC(=O)Nc3nccs3)n2-c2cccc(C)c2)c1	·	107
CCOC(=O)c1ccc(N2C(=O)c3n[nH]c(C)c3C2c2cccnc2)cc1 (stereo not given)	4	94
Cc1ccc(N2C(=O)CC(NC3CCCC(C)C3C)C2=O)cc1 (stereo not given)	0	·
O=C(CN1CCN(c2ccccn2)CC1)Nc1ccc(Cl)c(C(F)(F)F)c1	-4	91
COc1ccc(N(Cc2cc3cc(OC)ccc3[nH]c2=O)C(=O)c2cccnc2)cc1	2	·
COc1ccc(-c2nnc(SCC(=O)N3CCCC3)o2)cc1OC	·	84
Cc1cc(=O)[nH]c(SCn2nnc3ccccc3c2=O)n1	10	99
Cc1cc2ccccc2c(=O)n1CC(=O)NCC(=O)N1CCCC1	3	91
CCS(=O)(=O)N1CCC(C(=O)N2CCOCC2)CC1	1	107
Oc1ccc(C=Nc2cccc3ncccc23)c(O)c1	3	99
O=c1n(Cc2c(F)cccc2Cl)c2ccccc2n1Cc1c(F)cccc1Cl	-2	·
COc1ccc(S(=O)(=O)Nc2ccccc2OC)cc1	9	·
CCOC(=O)c1cc2n(c1C)-c1ccccc1C2=O	4	109
CCCn1c2c(c(O)c(C(=O)Nc3ncccc3C)c1=O)CCCC2	10	32*
O=C(OCc1nnc(-c2ccccc2)o1)C1CCN(S(=O)(=O)c2cccs2)CC1	1	96
COc1cc(/C=C2/SC(=S)N(c3ccccc3)C2=O)ccc1OC(=O)c1cccc(C)c1	-6	·
O=C(NC1CCCCCC1)c1cccc(N2CCCC2=O)c1	2	96
O=C(c1ccco1)N1CCN=C1SCc1c(F)cccc1Cl	-5	93
CCCC1(C(=O)OCC)NC(c2ccc(N(C)C)cc2)C2C(=O)N(c3ccc(OCC)cc3)C(=O)C21 (stereo not given)	5	93
O=c1cccc(-c2ccccc2)[nH]1	8	101
Cc1nc2ccccc2c(=O)n1CCCn1ccnc1	-3	89
COc1ccccc1-n1c(SCC(=O)NC2CCCC2)nc2cccnc21	9	95
O=C(NC(=S)Nc1cc(C(F)(F)F)ccc1Cl)c1ccc(Cl)cc1	5	·
COc1cc(/C=N/NC(=O)COc2cccc(C)c2)ccc1OC(=O)c1ccco1	4	·
Cc1nnc(N/N=C/c2ccc(C(=O)O)cc2)[nH]c1=O	6	·
COc1ccc(COC(=O)c2n[nH]c3ccccc23)cc1F	2	78
CCOC(=O)c1c(NC=O)sc2c1CCC/C2=N\O	4	·
CC1(C)CC(=O)c2cc(C(=O)NCc3ccco3)c(=O)n(-c3ccc(Cl)cc3)c2C1	3	115
CC(Oc1ccccc1)C(=O)Nc1cccc(Br)c1 (stereo not given)	4	·
Cc1c(N2C(=O)c3cccc([N+](=O)[O-])c3C2=O)c(=O)n(-c2ccccc2)n1C	-4	·
CCOC(=O)Cn1c(=O)c2c(nc(Br)n2Cc2ccccc2)n(C)c1=O	-4	93
CC1(C)CC(=O)C2=C(C1)Nc1ccccc1NC2c1cccs1 (stereo not given)	·	123
N#Cc1ccc(CSc2nnc(-c3ccccn3)n2-c2ccccc2)cc1	6	112
CS(=O)(=O)N(Cc1ccc(C(=O)N2CCc3ccccc3C2)cc1)c1ccccc1	3	·
CCn1c(=O)cc(OCC(=O)N2CCCC2)c2ccccc21	-11	97
COc1ccc(-c2nc3sc(C)c(C)c3c(=O)[nH]2)cc1C	10	·
CCC1CCCCN1C(=O)CSc1nnc(CNC(=O)c2ccco2)o1 (stereo not given)	3	102
CCN1C(=O)CC(NCCc2ccc(S(N)(=O)=O)cc2)C1=O (stereo not given)	0	·
CCOC(=O)c1c(C)n(CC(O)c2ccc([N+](=O)[O-])cc2)c2c1cc(O)c1ccccc12 (stereo not given)	5	·
CCN(C(=O)Cc1c(C(=O)O)[nH]c2ccccc12)c1cc(OC)ccc1OC	10	99
CN(CCO)CC(O)Cn1cnc2c1c(=O)n(C)c(=O)n2C (stereo not given) (tested in a mixture with another compound)	-8	116

Remaining list, next part:
SMILES	HePTP inh	BAP1 block
Clc1ccc(COn2nnc3ccccc32)c(Cl)c1	6	·
C/C(O)=C\c1nc(=O)c2c(C)cc(C)nc2n1-c1ccccc1	7	·
CCOc1ccccc1NC(=O)c1c(NC(=O)c2ccccc2F)sc2c1CCCC2	6	·
CCOC(=O)/C(C#N)=C1\C(=O)Nc2ccccc21	4	·
c1nc(N2CCOCC2)c2c3c(sc2n1)CCCC3	4	128
COc1cccc(C2/C(=C(/O)c3ccc(F)cc3)C(=O)C(=O)N2CCN(C)C)c1 (stereo not given)	-3	81
COc1cccc(-c2nn3c(-c4cc(C)[nH]n4)nnc3s2)c1	1	83
Cc1ccc(C(=O)CC23CC4CC(CC(C4)C2)C3)cc1	·	60
O=C(NCc1ccc(Cl)cc1)c1ccc(COCC(F)(F)F)o1	-4	101
COC(=O)CN(c1ccc(F)cc1)S(=O)(=O)c1ccccc1	-8&-19	80
CCN(CC)CCN=CC1=C(O)CNC1=O	0	100
CC1=Nc2ccc(C)cc2N(Cc2ccccc2)C(=O)C1	7	98&121
Cc1ccc(-c2noc(C3CCCN(C(=O)C4CCCCC4)C3)n2)o1 (stereo not given)	0	109
N#CCCn1nc(-c2ccccc2)cc1Nc1ccccc1NC(=O)c1cccs1	-5	·
CCOC(=O)C1Cc2ccccc2C(=O)O1 (stereo not given)	4	115
COc1ccc(NC(=O)C2CCCN2S(=O)(=O)c2cccc3cccnc23)c(OC)c1 (stereo not given)	-2	93
O=C1CC(N2CCN(CCO)CC2)C(=O)N1c1ccc(Cl)cc1 (stereo not given)	8	·
CCn1cc(C2=NOC(C(=O)Nc3cc(OC)c(Cl)cc3OC)C2)c(C)n1 (stereo not given)	-2	97
Cc1nc(NC(=O)C2CC2)sc1C(=O)N1CCCCC1	4	112
Cc1oncc1C(=S)Nc1ccccc1	7	90
CCCn1c(SCC(=O)N2c3ccccc3Sc3ccccc32)nc2c1c(=O)n(C)c(=O)n2C	2	98
CCN(CC)C(=O)c1scc2c1OCCO2	9	97
COc1ccc(OC)c(C(c2nnnn2C2CCCC2)N2CCc3ccccc3C2)c1 (stereo not given)	0	82
COC(=O)c1ccc(CSc2nnnn2-c2ccc(C)cc2C)o1	2	72
COC(=O)C1=C(C)N(c2ccc(F)c(Cl)c2)C(=O)C1	6	64
FC(F)(F)c1cc(-c2cccs2)c2nncn2n1	1	·
O=C(Nc1ccc(I)cc1Cl)C(c1ccccc1)c1ccccc1	2	·
Nc1cc(N)nc(SCc2cc(=O)oc3cc4c(cc23)CCC4)n1	-1	109
CN1C(=O)NC2C1N(S(C)(=O)=O)CCN2S(C)(=O)=O (stereo not given)	2	92
CCOc1cc(C2C(C(=O)c3ccc(C)cc3)=C(C(=O)OC)Nc3nnnn32)ccc1O (stereo not given)	7	102
CCOC(=O)COc1ccc(/C=C2\C(=O)NC(=O)N(c3ccc(OC)cc3)C2=O)cc1OC	3	·
CC(=O)Oc1cccc(C(=O)Nc2ccc3c(c2)C(=O)N(c2ccccc2)C3=O)c1	-3	·
Cc1ccc(/C=C2/SC(=S)N(CCC(=O)Nc3c(C)n(C)n(-c4ccccc4)c3=O)C2=O)cc1	-13	·
Cc1c(C(=O)OCc2cc(=O)n3cc(Br)ccc3n2)oc2ccccc12	-8	93
COc1cc(/C=c2/sc3nc4ccccc4n3c2=O)cc(Br)c1OCc1ccccc1	-7	·
CCc1nn2c(N)c(/C=C3/C=Nc4ccccc43)c(=O)nc2s1	4	·
COc1cc(C(=O)N2CCN(c3ccc(C)cc3C)CC2)cc(OC)c1OC	2	107
COCCNC(=O)CC(NS(=O)(=O)c1ccc(NC(C)=O)cc1)C(C)C (stereo not given)	10	109
Cc1ccc(C)c(C(=O)NCc2ccncc2)c1	4	61
COC(=O)c1ccc(COC(=O)C23CC4CC(CC(O)(C4)C2)C3)o1	-1	108

4 entries already listed, arranged by the number in BAP1 block, ascending.
SMILES	HePTP inh	BAP1 block
Cc1ccc(C)n1NC(=O)c1ccc(Cl)cc1Cl	-2	60
CCN(CC)C(=O)c1scc2c1OCCO2	9	97
CCC1CCCCN1C(=O)CSc1nnc(CNC(=O)c2ccco2)o1 (stereo not given)	3	102
CCOC(=O)C1Cc2ccccc2C(=O)O1 (stereo not given)	4	115

(more compounds)
SMILES	HePTP inh	BAP1 block
COCCOC(=O)c1c(C)oc2ccc(OCC(=O)C(C)(C)C)cc12	4	·
COC(=O)c1ccc(-c2ccc(/C=C3/SC(=S)N(c4ccccc4)C3=O)o2)cc1	5	·
COc1ccc(C(=O)n2ccc(C)n2)cc1Br	3	81
COC(=O)c1cnn2c(C(F)(F)F)cc(-c3ccccc3)nc12	-7	·
COc1ccc(C(=O)Nc2cc(Cl)ccc2Cl)cc1NC(C)=O	-12	·
COC(=O)c1c(NC(=O)c2cccc(OC)c2)sc(C)c1C	13	·
O=S(=O)(Nc1cc(Cl)ccc1N1CCCCC1)c1cccs1	10	63
COc1ccc(C)cc1NC(=O)CSc1nnc(COc2ccc(Cl)cc2)n1Cc1ccco1	7	73
COc1ccc(-c2nc3cc(NC(=O)Cc4ccc(OC)c(OC)c4)ccc3o2)cc1	-4	·
Cc1ccc(N2C(=O)NC(=O)/C(=C\c3sccc3C)C2=O)cc1	2	·
Cc1ccc(C2CC(C(F)(F)F)n3ncc(C(=O)Nc4cccc(Cl)c4)c3N2)cc1 (stereo not given)	8	·
O=C(Nc1ccc(Oc2ccccc2)cc1)c1ccc(Cl)cc1[N+](=O)[O-]	-1	·
CCCCCCc1cc2cc(C(=O)NC)c(=N)oc2cc1O	-2	63
CC(Oc1ccccc1)C(=O)N1CCN(c2ccc(F)cc2)CC1 (stereo not given)	2	·
COc1cc(/C=N/N2C(=O)CSC2=S)ccc1OCCOc1ccc(C(C)(C)C)cc1	-11	·
COc1ccc(-c2nnn(CC(=O)N(CC(=O)NC3CCCC3)Cc3cccs3)n2)cc1OC	-3	102
COC(=O)C1=C(C)NC2=C(C(=O)c3ccccc32)C1c1ccc(I)o1 (stereo not given)	3	·
Cc1cc(C)c(NC(=O)Cn2c(=O)n(Cc3ccco3)c(=O)c3ccccc32)c(C)c1	7	61
CC(COCCc1nnc(NC(=O)c2ccccc2)s1)OCCc1nnc(NC(=O)c2ccccc2)s1 (stereo not given)	9	·
COc1ccc2c(c1)CCc1c(C(=O)Nc3cc(C)n(Cc4ccc(Cl)cc4)n3)noc1-2	6	85
O=C(CSc1nc2sc3c(c2c(=O)[nH]1)CCCC3)NCc1ccccc1	-7	·
Oc1[nH]c2ccccc2c1C1=NCCCC1	11	92
COc1cc(C(=O)N2c3ccccc3CC2C)cc(OC)c1OC (stereo not given)	9&5	98
O=[N+]([O-])c1ccc(Cl)cc1Sc1nc2ccccc2o1	·	61
O=C(NCc1ccc(Cl)cc1)c1cnn2c(C(F)(F)F)cc(-c3ccco3)nc12	0	·
Cc1nc(S(=O)(=O)NC2CCCCC2)c(C#N)c(C)c1Cl	-5	97
Cn1ccnc1SCC(=O)NC12CC3CC(CC(C3)C1)C2	0	·

Gathered by group: those above with two or more sulfur atoms.
SMILES	HePTP inh	BAP1 block
CCOC(=O)c1sc(NC(=O)c2ccc(S(=O)(=O)N3CCCC3)cc2)c(C(=O)OCC)c1C	-7	·
O=C(CSc1nnc(NCc2ccccc2)s1)c1ccco1	4	106
C=CCn1c(COc2ccccc2)nnc1SCC(=O)Nc1ccc(S(N)(=O)=O)cc1	9	103
COc1cccc(C(=O)NCc2nnc(SCC(=O)Nc3nccs3)n2-c2cccc(C)c2)c1	·	107
O=C(OCc1nnc(-c2ccccc2)o1)C1CCN(S(=O)(=O)c2cccs2)CC1	1	96
COc1cc(/C=C2/SC(=S)N(c3ccccc3)C2=O)ccc1OC(=O)c1cccc(C)c1	-6	·
CCCn1c(SCC(=O)N2c3ccccc3Sc3ccccc32)nc2c1c(=O)n(C)c(=O)n2C	2	98
CN1C(=O)NC2C1N(S(C)(=O)=O)CCN2S(C)(=O)=O (stereo not given)	2	92
Cc1ccc(/C=C2/SC(=S)N(CCC(=O)Nc3c(C)n(C)n(-c4ccccc4)c3=O)C2=O)cc1	-13	·
COC(=O)c1ccc(-c2ccc(/C=C3/SC(=S)N(c4ccccc4)C3=O)o2)cc1	5	·
O=S(=O)(Nc1cc(Cl)ccc1N1CCCCC1)c1cccs1	10	63
COc1cc(/C=N/N2C(=O)CSC2=S)ccc1OCCOc1ccc(C(C)(C)C)cc1	-11	·
CC(COCCc1nnc(NC(=O)c2ccccc2)s1)OCCc1nnc(NC(=O)c2ccccc2)s1 (stereo not given)	9	·
O=C(CSc1nc2sc3c(c2c(=O)[nH]1)CCCC3)NCc1ccccc1	-7	·

Compound activity deposited in PubChem BioAssay by several laboratories.
